human PMI inhibition – inhibitors of human PMI, primary screen, biochemical, fluorescence intensity, coupled assay (AID 1209) | purified PMI enzyme, coupled fluorescence intensity; higher % means a stronger effect | Mannose-6-phosphate isomerase (Homo sapiens) | one-dose inhibition, % at 20 µM; IC50 in µM for titrated hits | 190,000 tested, 0.42% active;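 note: plate controls were DMSO vehicle for no effect and wells lacking substrate for full effect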
P. falciparum M1AAP – P. falciparum M1AAP inhibitors, biochemical, fluorogenic H-Leu-NHMec substrate, 1536-well (AID 1445); 220,000 tested, 0.42% active; one-dose inhibition, % at 30 µM; IC50 in µM for titrated hits; recombinant M1AAP, H-Leu-NHMec fluorogenic kinetic assay; higher % means a stronger effect;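 active = primary inhibition above the hit cutoff, then over 50% inhibition at one or more dose response concentrations, cut at about 23% in these data, passing the limit was not always enough; inconclusive = conflicting primary data, or primary hits not chosen for dose response; inactive = low primary inhibition, or under 50% at every dose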;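 note: plate controls were DMSO full reaction for no effect and no enzyme background for full effect; strong numbers were not always called active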
TNAP activators – human TNAP enzyme activators, primary screen, biochemical, luminescent, no phosphate acceptor, uHTS (AID 1001). activation fold at 20 µM; hits with a dose series show EC50 in µM. 200,000 tested, 0.03% active. purified TNAP, luminescent activation assay, no phosphate acceptor; higher activation fold means a stronger effect; in the data active = activation fold from about 3, or a potency from the dose series; inactive = the rest, 99 in 100 with activation fold below about 1.6; note: many of its hits are not listed in these tables
Myeloid diff MLP – induction of myeloid progenitor differentiation, primary screen, cell-based, flow cytometry, MLPCN library; ER-HoxA9 myeloid progenitors, lysozyme-GFP differentiation; calls only at 10 µM; 360,000 tested, 1% active; AID 624256, 2012;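 active = normalized GFP-positive differentiation at or above the plate's own cutoff, the solvent-only control mean plus 3 SD; inconclusive = no clear call, values can overlap the other calls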;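 note: cells exposed to compound for four days before flow analysis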
WT yeast gro inh – growth inhibition of WT strain, primary screen, mitochondrial fusion inhibitor project, WT and mutant strains, chemical genetic; mitochondrial fusion phenotypic screen; inhibition, % at 10 µM; 190,000 tested, 2.1% active; in the data active = inhibition above about 58%; tested in S. cerevisiae
Lipid droplet – inhibitors of hepatocyte lipid droplet formation, primary screen, imaging, high-throughput imaging, BODIPY stain | AML12 mouse hepatocytes, oleate lipid droplets | inhibition, % at 6.5 µM | 240,000 tested, 0.4% active;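 active = lipid droplet intensity inhibited by at least 50%, with more than 500 cells counted; inconclusive = wells with under 300 cells, treated as cytotoxic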
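material = mouse AML12 hepatocyte cell line, fixed after treatment | also added = 100 µM oleic acid challenge | doses = compound at 6.5 µM only | schedule = overnight exposure | technique = Image-based BODIPY and DAPI two-channel analysis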
PMI inhibition – human PMI inhibitors, high substrate, primary screen, biochemical, fluorescence intensity, high mannose 6-phosphate (AID 1220); Mannose-6-phosphate isomerase (Homo sapiens); inhibition, % at 20 µM, or IC50 in µM where a hit was titrated; recombinant PMI enzyme, coupled fluorescence intensity; higher % means a stronger effect; 190,000 tested, 0.66% active
K1F lysis inhibition – inhibition of K1F phage lysis, E. coli UTI89, bacterial capsule biogenesis inhibitors, alamar blue (AID 488966) | E. coli UTI89 K1F phage lysis, alamar blue, 2 h; higher % means a stronger effect | inhibition, % at 100 µM; hits with a dose series show IC50 in µM | 340,000 tested, 0.02% active;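 active = phage lysis inhibition, versus mean bacterial control, above a set limit; inconclusive = no clear call, values can overlap the other calls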;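 note: capsule biogenesis inhibitors block K1F phage lysis so surviving cells raise fluorescence; higher fluorescence means more inhibition of phage lysis; actives were called in the ten point dose series up to 300 µM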
ER stress rescue – rescue of cells from ER stress-induced death, primary screen, 384-well, CSM14.1, thapsigargin, ATP luminescence (AID 1222); CSM14.1 thapsigargin-induced death rescue, ATP luminescence; higher % means a stronger effect; cellular ATP content (survival), % at 20 µM, or EC50 in µM where a hit was titrated; 190,000 tested, under 10 active;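 active = EC50 below 50 µM in the dose-response confirmation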;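 note: death triggered by thapsigargin at about 15 µM added after 2 h compound pretreatment; cell ATP read after overnight thapsigargin exposure of roughly 18 to 22 hours; normalized against plate controls of thapsigargin alone and 5% DMSO vehicle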
WT yeast gro inh mutant strain – recorded beside WT yeast gro inh, whose call it bears; inhibition, %; mitochondrial fusion phenotypic screen, mutant strain inhibition
Lipid droplet cells 6.5 µM – further read-out of Lipid droplet, marked with its call; cell count; measured here: cell count, cytotoxicity flag;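 cells counted across two imaged fields per well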
Myeloid diff MLP GFP+ MAC1+ % – also measured in Myeloid diff MLP; calls as there; GFP+ MAC1+ double positive, %; measured here: differentiation confirmed by MAC1 staining
The depositor's hits bear a star; i = inactive; ? = inconclusive; nt = not tested or not shown; + = active, no number; [ ] = another dose, or the depositor's remark. Cut-off read from the data, not from the text of the source, unless noted: active = inhibition above about 50%; inactive = the rest. Not a hit list; any-hit rate near 4.6%.

SMILES	human PMI inhibition	P. falciparum M1AAP	TNAP activators	Myeloid diff MLP	Myeloid diff MLP GFP+ MAC1+ %	WT yeast gro inh	WT yeast gro inh mutant strain	Lipid droplet	Lipid droplet cells 6.5 µM	PMI inhibition	K1F lysis inhibition	ER stress rescue
Cc1ccc(N/C(SCc2ccccc2C)=C(/C#N)C(=O)NCc2ccco2)cc1C	6%	7%	1.1	i	1.8	17	4	nt	nt	6%	0.1%	0.1%
Cn1cc2ccc([N+](=O)[O-])cc2n1	nt	1%	nt	i	0.5	nt	nt	-4	736	nt	0.7%	nt
CC1=C(C(=O)Nc2ccccc2)C(c2cccs2)n2nnnc2N1 (stereo unspecified)	10%	8%	1.1	i	5.7	-14	-24	3	662	5%	0.3%	0.0%
CCOc1ccc(CNC(=S)NCc2ccc(OCC)cc2)cc1	17%	19%	1	i	1.3	13	-5	9	697	7%	-0.1%	0.4%
CCOC(=O)C1=C(C)Nc2ccccc2N=C1NC(=O)C(CC)c1ccccc1 (stereo unspecified)	22%	7%	1.2	i	0.0	-3	-9	1	686	11%	0.3%	-1.9%
CCOC(=O)N1CCN(C(=O)CC(=O)Nc2ccc3nc4n(c(=O)c3c2)CCCCC4)CC1	-2%	14%	0.9	i	0.9	4	-4	12	728	-11%	0.3%	0.2%
COc1ccccc1/C=N/Nc1cc(N(C)C)nc(N(C)C)n1	60%*	10%	1	i	0.0	42	40	-12	708	63%*	0.2%	-2.3%
CNS(=O)(=O)c1ccc(NC(=O)c2ccc(Cl)cc2Cl)cc1	4%	-1%	1.1	i	0.2	11	8	-24	726	10%	2.8%	4.8%
N#Cc1ccccc1NC(=O)C1SC(=Nc2ccccc2)C(C(=O)Nc2ccc(Cl)cc2)=C1N (stereo unspecified)	-78%	7%	1.1	i	0.2	48	35	-42	598	-129%	0.5%	3.7%
COc1cccc(NC(=O)N2CCCC2)c1	1%	-2%	1.1	i	0.1	-2	-4	17	691	5%	1.4%	-0.4%
Cc1ccc(C(=O)NCc2ccco2)cc1S(=O)(=O)N1CCCCC1	-1%	11%	1	i	3.8	12	8	nt	nt	5%	2.9%	0.0%
CNS(=O)(=O)c1c(C)cc(C)c(N(C)S(=O)(=O)c2ccccc2)c1C	14%	4%	1	i	0.2	-29	-22	-6	686	16%	-2.6%	-1.6%
Cc1ccc(S(=O)(=O)CCc2nnc(NC(=O)c3cccs3)s2)cc1	13%	-1%	1	i	0.6	2	-1	13	680	1%	1.4%[50 µM]	-1.8%
O=S(=O)(NCCSc1ccccn1)c1ccc(Br)cc1	3%	7%	1.1	i	0.1	-2	-7	2	715	-1%	0.1%	-2.4%
CC1=CC(=C(C#N)C#N)c2ccccc2N1C	1%	4%	1.1	i	2.0	-4	18	10	682	20%	-0.4%	-0.3%
O=C(CSc1cccc[n+]1[O-])Nc1ccc2c(c1)OCCO2	-10%	4%	1.1	i	0.1	-13	10	12	701	-6%	0.3%	0.4%
CNC(=O)CSc1ncnc2c1cnn2-c1ccccc1	0%	-8%	1.2	i	0.2	-8	3	-1	717	-1%	0.4%	-1.2%
CCN(CC(=O)Nc1ccc2c(c1)OCCO2)CC(=O)Nc1ccc2c(c1)OCO2	4%	-3%	1.1	i	0.4	-6	-2	-7	735	6%	0.1%	-1.3%
OCC1(CCCc2ccccc2)CCN(Cc2cc(F)ccc2F)CC1	1%	4%	1.1	i	0.1	8	19	-14	742	-4%	2.8%	-3.5%
COc1ccc(OCC(=O)Nc2c3c(nn2C(C)(C)C)CSC3)cc1	-12%	-2%	0.9	i	0.2	-17	8	-14	725	-6%	0.0%	-0.6%
Cc1ccc(Cn2c(SCC(=O)Nc3cccc(C)n3)nc3c2c(=O)n(C)c(=O)n3C)cc1	20%	nt	1.1	nt	nt	nt	nt	13	711	13%	nt	-0.4%
CCSc1nnc(NC(=O)C2CC(=O)N(Cc3ccc(C)cc3)C2)s1 (stereo unspecified)	-22%	7%	1	i	0.3	6	6	32	662	-13%	0.4%	nt
C/C(Cn1cnc([N+](=O)[O-])n1)=N/NC(=O)COc1ccccc1Cl	18%	1%	1.1	i	0.3	-9	5	21	640	15%	-0.1%	-3.0%
C=CCNC(=O)c1onc(CSc2cc(C)cc(C)c2)c1C(=O)NCC=C	nt	-2%	nt	i	0.8	nt	nt	7	642	nt	0.7%	nt

Taken from above, 3 compounds:
SMILES	human PMI inhibition	P. falciparum M1AAP	TNAP activators	Myeloid diff MLP	Myeloid diff MLP GFP+ MAC1+ %	WT yeast gro inh	WT yeast gro inh mutant strain	Lipid droplet	Lipid droplet cells 6.5 µM	PMI inhibition	K1F lysis inhibition	ER stress rescue
CC1=CC(=C(C#N)C#N)c2ccccc2N1C	1%	4%	1.1	i	2.0	-4	18	10	682	20%	-0.4%	-0.3%
O=C(CSc1cccc[n+]1[O-])Nc1ccc2c(c1)OCCO2	-10%	4%	1.1	i	0.1	-13	10	12	701	-6%	0.3%	0.4%
CNC(=O)CSc1ncnc2c1cnn2-c1ccccc1	0%	-8%	1.2	i	0.2	-8	3	-1	717	-1%	0.4%	-1.2%

Other results
SMILES	human PMI inhibition	P. falciparum M1AAP	TNAP activators	Myeloid diff MLP	Myeloid diff MLP GFP+ MAC1+ %	WT yeast gro inh	WT yeast gro inh mutant strain	Lipid droplet	Lipid droplet cells 6.5 µM	PMI inhibition	K1F lysis inhibition	ER stress rescue
C/C(=N\NC(=O)COc1ccc(C)cc1C(C)C)c1ccc(-n2ccnc2)cc1	16%	4%	0.9	i	0.7	54	24	10	490	3%	0.0%	-0.5%
Cc1ccc(S(=O)(=O)Nc2ccc(SC(F)F)cc2)c(C)c1	15%	8%	1.1	i	0.4	51	15	2	694	2%	-3.3%[50 µM]	-0.4%
CO/N=C/c1ccc(Sc2ccc(C)cc2)c([N+](=O)[O-])c1	14%	3%	1.1	i	0.9	3	9	10	755	10%	0.1%	7.7%
O=C(CN1C(=O)C2CCCCC2C1=O)N1CCN(c2ccc(F)cc2)CC1 (stereo unspecified)	1%	nt	1.1	+	1.7*	-21	-16	0	707	-2%	1.4%	-0.2%
COC(=O)c1sccc1NC(=O)c1ccccc1	-1%	-4%	1.1	i	0.0	14	20	-10	732	0%	0.4%	0.6%
COCCn1c(SCC(=O)c2c[nH]c3ccccc23)nnc1-c1ccncc1	-1%	3%	0.9	i	0.5	-6	-13	0	553	-9%	0.7%[50 µM]	-1.6%
CCNc1nc(NC(C)(C)C)nc(N2CCCC2)n1	8%	1%	1	i	0.6	60*	45*	-20	730	6%	2.4%	-2.0%
COC(=O)c1ccc(NC(=O)C2CC2)o1	4%	-1%	1	i	0.6	-11	0	nt	nt	7%	0.4%	2.7%
CCN(C(=O)c1cccnc1)c1ccccc1	-4%	-4%	1	i	1.3	10	8	10	756	-2%	3.0%	1.0%
Fc1cccc(/C=N/NC(=S)Nc2ccccc2Cl)c1	-5%	1%	1.1	i	0.4	11	6	23	678	-8%	-1.6%	1.1%
CN(C)c1ccc(/C=C2/C=C(c3ccc4c(c3)CCCC4)OC2=O)cc1	nt	7%	nt	i	0.6	nt	nt	-19	703	nt	0.1%	nt
CCS(=O)(=O)c1ccc2oc(SCC(=O)NCCc3ccc(OC)cc3)nc2c1	9%	0%	1.1	i	0.3	-12	1	-10	688	6%	0.1%	-1.3%
COc1cc(NC(=O)CS(=O)(=O)c2ccc(C)cc2)cc(OC)c1OC	15%	2%	1.1	i	0.9	1	-21	-11	712	10%	5.8%	-3.1%
O=[N+]([O-])c1cccc(/C=N/Nc2nc(N3CCOCC3)nc(N3CCOCC3)n2)c1	-2%	11%	1.1	i	0.8	-4	1	-30	622	-2%	0.2%	-2.3%
CC(C)(C)NCc1cc2ccccc2[nH]c1=O	14%	10%	1.1	i	0.2	-3	6	-14	752	7%	0.2%	-0.9%
S=C(Nc1ccccc1Cl)NC1CCN(Cc2ccccc2)CC1	10%	2%	1	i	0.2	33	16	-3	606	-2%	5.0%[50 µM]	-2.6%
O=C(Nc1nc2ccccc2c(=O)[nH]1)c1ccccc1SCc1ccccc1	2%	1%	1.2	i	0.1	4	11	15	667	14%	2.7%	-1.7%
COc1ccc(C(C)=O)cc1CSc1ccccn1	nt	-2%	nt	i	0.4	nt	nt	0	682	nt	6.9%	nt
CC1CC(C)(C)NC(=S)N1CCCC(=O)NCCc1ccc(Cl)cc1 (stereo unspecified)	1%	5%	1	nt	nt	-4	6	-18	710	4%	0.3%	-0.3%
CCCC(=O)NC(C)C(c1cccs1)N1CCN(C)CC1 (stereo unspecified)	5%	-2%	1.1	i	7.4	-2	3	3	695	5%	0.2%	-1.8%
O=C(NC1CCCCC1)N(CCO)Cc1cc2cc3c(cc2[nH]c1=O)OCCO3	7%	-12%	1	i	2.6	3	-1	6	763	2%	0.1%	-1.9%
COc1ccc(-c2nnn(CC(=O)N(CC(=O)NC3CCCC3)Cc3ccco3)n2)cc1OC	4%	9%	1.1	i	0.8	-18	-15	-1	703	4%	0.1%	1.7%
CCCC(=O)NC(c1ccc(OC)cc1)c1ccc2cccnc2c1O (stereo unspecified)	18%	-10%	1.2	?	nt	-8	6	-35	677	41%	0.6%	4.5%
CN(/N=C/c1cc(Cl)cc(Cl)c1O)C(=S)NC(C)(C)C	nt	13%	nt	i	0.3	nt	nt	-40	729	nt	-1.1%	nt
Cc1cc(Nc2ncc(Cl)cc2Cl)n(-c2ccccc2C)n1	-17%	10%	1	i	1.0	57	58	4	750	-16%	1.5%	-2.0%
O=C(NC1CCCCC1)c1ccc(S(=O)(=O)NCc2ccco2)cc1	3%	-2%	1.1	i	0.8	6	6	nt	nt	7%	0.6%	0.0%
O=C(Nc1ccc(F)cc1Cl)c1ccc2c(=O)n3c(nc2c1)CCCCC3	-2%	7%	1	i	1.1	9	17	nt	nt	4%	2.6%	-0.8%
O=C(Oc1ccc(Nc2ncnc3ccccc23)cc1)c1cccnc1	-7%	1%	1.2	i	0.2	-9	-11	0	642	-7%	-0.3%	-1.0%
Cn1c(=O)n(-c2cccc(Cl)c2)c(=O)n1C	3%	5%	1.1	i	7.1	0	-4	4	751	3%	6.0%	-1.3%
C=CCOc1cccc(C2/C(=C(/O)c3ccc(Cl)cc3)C(=O)C(=O)N2CCN2CCOCC2)c1 (stereo unspecified)	-7%	5%	1	i	0.4	1	21	nt	nt	-17%	0.7%	2.0%

Screens (PubChem BioAssay)
